# Screening data (PubChem BioAssay)
# IEC-6 tox: cytotoxicity in IEC-6 intestinal epithelial cells, primary screen, cytotoxicity control for KLF5 inhibitor project, cell-based, luminescence; IEC-6 cytotoxicity, luminescence viability; inhibition, % at 5 µM; 0.78% of 290,000 active; AID 1825, 2009; in the data active means inhibition above about 22%;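 further: 0% = plate median of test compound wells and 100% = cytotoxic reference compound wells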
# HSP90 refold inh: HSP90 inhibitors, primary screen, cell lysate, luminescence; Rabbit reticulocyte lysate, luciferase refolding luminescence, 3 h; inhibition, % at 5.6 µM; 0.91% of 290,000 active;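 active means inhibition above the screen-wide mean plus 3 SD, computed separately per campaign, cut at about 16% in these data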;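 further: 0% = DMSO wells and 100% = 60 µM geldanamycin wells; inhibitors lower the luminescence because luciferase stays unfolded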
# HIF act: HIF pathway transcriptional activators, primary screen, cell-based, U2OS HRE-luciferase, luminescence; activation, % at 7.5 µM (by protocol); U2OS HRE-luciferase reporter; normalized: DMSO 0%, desferrioxamine 100%; 0.32% of 300,000 active;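 active means mean activation of at least 10% of the iron chelator positive control signal, with at least half of replicates also reaching 10%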
# AI-2 QS mod: Vibrio harveyi AI-2 quorum sensing modulators, primary screen, JMH597 strain, luminescence/OD600 ratio | Vibrio harveyi JMH597 AI-2 luminescence/OD600 ratio, 9 h; active compounds read low; strain lacks LuxN and CqsS sensors; 0 = neutral-control median | activity change, % at 7.5 µM | 0.4% of 300,000 active | AID 2094, 2009; in the data active means activity change below about -75%, passing the limit was not always enough;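 further: luminescence divided by OD600 gain over 9 h not by final OD600 alone; inactives centre near 13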
# HSF1 inhib: HSF1 inhibitors in luciferase reporter cells, primary screen, cell-based, NIH3T3, luminescence; NIH3T3-HGL HSE-luciferase, MG132-induced, luminescence 8 h; active compounds read low; activity change, negative = inhibition, % at 7.5 µM (by protocol); 0.77% of 300,000 active;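 active means more than half of replicate wells show activity change below -50%, luminescence cut by over half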;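 further: luciferase reports HSF-1 transcriptional activity via heat shock element; 0% = median of DMSO wells and -100% = zero luminescence signal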
# SKKanGAS inh: S. pyogenes SKKanGAS growth inhibitors in kanamycin, primary screen, streptokinase expression inhibitor project, SKKanGAS strain, BacTiter-Glo luminescence | inhibition, % at 7.5 µM | 1.3% of 300,000 active | 6 h;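 active means mean replicate score, as percent of positive control median, at least 50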;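 further: strain carries kanamycin resistance gene driven by streptokinase promoter and grows in 40 µg/ml kanamycin; loss of luminescence reflects streptokinase promoter inhibition or plain growth inhibition; 0% = median of DMSO wells and 100% = positive control at its reference dose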
# Platelet DG rel: inhibitors of platelet dense granule secretion, primary screen, cell-based, MLPCN, human platelets; human platelet-rich plasma, SFLLRN dense granule ATP release, luminescence; AID 1663, 2009; 0.22% of 300,000 active; inhibition, %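 (compounds screened at 7.5 µM in platelet-rich plasma)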;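 active means mean replicate score, as percent of positive control, at or above 50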
# aSyn UTR inh: MLPCN primary screen, SNCA 5' untranslated region. alpha-synuclein 5'UTR reporter, inhibitor activity. inhibition, % (tested at 7.5 µM). 0.82% of 300,000 active. AID 1813, 2009; in the data active means inhibition above about 60%;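 further: H4 neuroglioblastoma cells stably carrying SNCA 5'UTR luciferase fusion; 0% = DMSO wells and 100% = positive control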
# KLF5 inhibitor: KLF5 expression inhibitors, primary screen, DLD-1 cells, luminescence. DLD-1 KLF5 promoter-luciferase reporter. inhibition, % at 5 µM. 0.23% of 290,000 active. AID 1700, 2009;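 active means inhibition above a per-plate limit of that plate's mean compound inhibition plus 3 SD, cut at about 60% in these data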;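 further: 0% = DMSO wells and 100% = LY294002 at 200 µM; higher means less KLF5 promoter-driven luciferase light; inactives centre near -14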
# HSF-1 act: HSF-1 activators, primary screen, NIH3T3-HGL cells, MG132 stress, luminescence, single point; NIH3T3-HGL HSF-1 luciferase reporter, 8 h; 100% = twice DMSO control signal; activation, % at 9 µM; 1.7% of 300,000 active; AID 504408, 2011;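 active means mean replicate activation of at least 50% with a set share of replicates each reaching 50%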;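 further: 0% = median of the neutral control wells and 100% = twice that signal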
# Starred values were filed as active, the others as inactive; . = not tested or not shown.
SMILES,IEC-6 tox,HSP90 refold inh,HIF act,AI-2 QS mod,HSF1 inhib,SKKanGAS inh,Platelet DG rel,aSyn UTR inh,KLF5 inhibitor,HSF-1 act
CC(=O)c1ccc(N2C(=NC(=O)CCC3CCCC3)SC3CS(=O)(=O)CC32)cc1 (stereo unspecified),-7.6,-0.3,-0.3,15.4,2.8,-0.9,1.7,32.0,-8.8,-4.9
Cc1ccc(Cl)cc1N1CCN(C(=O)CN(c2ccccc2)S(=O)(=O)N(C)C)CC1,2.3,7.7,-0.2,14.8,2.6,8.4,1.4,3.4,-5.1,33.4
Cc1cccc(-c2noc(C3CCCCC3)n2)c1,4.7,64.5*,2.0,6.9,14.8,26.5,0.7,-150.0,-19.8,37.5
Cc1ccc(NCCC(=O)c2ccc(Cl)c(Cl)c2)cc1,2.0,-4.7,1.0,-7.6,-10.6,-14.9,-1.3,-49.8,-37.2,1.4
CN(CC(=O)Nc1cccc(F)c1)C(=O)C1CC(=O)N(CCc2ccccc2)C1 (stereo unspecified),.,.,0.2,19.0,-7.1,-8.0,-6.3,12.2,.,-1.2
CC1CN(C(=O)c2cn3ccccc3n2)CC(C)O1 (stereo unspecified),0.8,-0.2,0.3,-3.5,-1.9,-3.4,-1.3,9.6,-30.7,-13.0
c1ccc(-c2nc(N3CCCCC3)nc3ccccc23)cc1,5.7,2.4,-0.1,23.1,-7.9,33.0,-10.9,19.9,-1.6,13.1
O=C(Nc1scc(-c2ccccc2)c1C(=O)O)c1ccc(F)cc1,-1.0,13.5,0.4,25.4,-1.9,14.0,11.9,-37.3,-65.5,8.8
O=C(NCc1ccncc1)/C(=C\c1ccc(F)cc1)NC(=O)c1ccccc1,-3.9,-0.2,0.1,12.8,-3.1,0.0,-4.3,-8.1,5.9,-0.1
CCOC(=O)/C=C/C(=O)OCC(=O)NC(c1ccccc1)c1ccccc1,50.9*,-3.2,1.1,3.4,131.4,3.5,5.6,-25.6,-23.9,176.7*
CN(C)c1ccc(CC(=O)c2nc3ccccc3s2)cc1,0.7,2.5,0.3,18.3,28.0,-4.9,0.8,-124.8,-25.4,55.7*
COc1ccc(/C=C(/NC(=O)c2ccccc2)C(=O)N/N=C/c2cccs2)cc1OC,10.1,0.1,.,33.4,-3.8,5.8,0.0,-7.7,-21.2,-1.9
COC(=O)c1c(N2C(=O)[C@H]3[C@@H](C2=O)[C@]2(C(=O)Nc4ccc(C)cc42)N2CCC[C@@H]32)sc(C)c1C,6.3,2.6,-1.8,2.9,9.6,4.1,11.7,-12.2,5.7,3.7
COc1ccc(/C=N/n2c(SC)nnc(C(C)(C)C)c2=O)c(OC)c1,5.0,8.2,-0.8,0.0,3.2,5.4,-5.0,11.6,-6.7,-2.4
CC(C)NC(=S)NC(=O)c1ccc(-c2ccccc2)cc1,-3.4,5.7,1.4,12.7,-2.1,-17.8,-16.1,-22.9,-21.2,15.3
O=C(NCc1ccncc1)C1=NN(c2ccccc2)C(=O)CC1,-3.2,-7.0,-0.7,26.5,1.5,-1.7,6.1,11.1,7.2,-22.1
Cc1ccc(S(=O)(=O)NNC(=O)c2ccncc2)cc1,-1.3,1.1,-0.3,29.7,-0.8,-8.5,-0.7,0.2,-12.8,14.9
COC(=O)Cc1c(O)ccn(Cc2ccc3c(c2)OCO3)c1=O,1.0,-1.4,0.8,13.8,1.0,-1.1,5.3,-0.8,-1.3,19.4
CCOC(=O)C1=C(C)NC(C)=C(C(=O)OCC)C1C1=COCCO1,-1.2,7.3,-0.4,34.7,0.2,-5.0,5.5,18.5,-18.4,11.1
CC(C)(C)c1ccc(C(=O)NCC(=O)N/N=C/c2cccnc2)cc1,1.4,-2.7,-0.5,3.6,-3.6,-8.0,-12.5,-10.1,-25.6,-4.1
CCOC(=O)c1c(NC(=O)CSc2nc3cccnc3n2C)sc(C(C)=O)c1C,-2.0,-1.8,0.5,13.9,-6.8,15.3,7.7,34.0,13.2,-9.7
CN(Cc1c(C(=O)N/N=C/c2cccc(F)c2)nnn1-c1nonc1N)c1ccccc1,-3.8,0.4,0.2,35.7,-6.5,8.6,-7.7,-3.0,-1.9,-13.2
N#C/C(=C/c1ccc(CNC(=O)C(=O)Nc2cc(Cl)cc(Cl)c2)o1)C(=O)NCc1cccnc1,-7.9,-5.8,-2.2,11.4,-17.3,1.3,13.5,33.6,-8.5,-7.2
CCCNC(=O)c1cc2c(C(F)(F)F)nn(C)c2s1,1.5,1.1,0.1,16.0,-3.4,-6.1,-5.7,14.1,-7.8,25.2
Cc1cc(C)n(CCC(=O)Nc2ccc(-c3ccno3)cc2)n1,2.2,-3.1,0.3,0.2,-0.1,7.5,-2.4,-9.7,-1.3,5.2
CN(C)c1ccc(NC(=O)c2sc(SCC(=O)Nc3ccc(Br)cc3)nc2N)cc1,4.4,3.6,1.2,26.4,8.2,7.6,5.1,-35.7,-29.8,12.0
Cc1ccc(CNc2cc(-c3nn4c(C)nnc4s3)ccc2C)s1,-2.7,-1.6,0.4,24.5,8.3,-6.1,4.5,48.9,-13.0,18.7
CCn1cc(C=C2C(=O)c3ccccc3C2=O)c2ccccc21,-9.7,-1.9,-0.1,15.8,-5.0,-14.8,6.1,-57.3,-22.5,-2.0
Cc1ccc(C)c(NC(=S)NNC(=O)c2csc3c2CCC(C)C3)c1 (stereo unspecified),4.1,3.4,0.1,10.3,-4.0,28.2,2.9,-20.7,-1.5,0.5
Cc1ccc(-n2c(C)c(C)c3c(NCCO)ncnc32)cc1,-3.1,-6.5,4.0,17.2,9.0,0.4,-1.7,-106.6,-101.5,30.0

# Rewritten with bars between the fields: entries from further up
SMILES | IEC-6 tox | HSP90 refold inh | HIF act | AI-2 QS mod | HSF1 inhib | SKKanGAS inh | Platelet DG rel | aSyn UTR inh | KLF5 inhibitor | HSF-1 act
Cc1cc(C)n(CCC(=O)Nc2ccc(-c3ccno3)cc2)n1 | 2.2 | -3.1 | 0.3 | 0.2 | -0.1 | 7.5 | -2.4 | -9.7 | -1.3 | 5.2
Cc1cccc(-c2noc(C3CCCCC3)n2)c1 | 4.7 | 64.5* | 2.0 | 6.9 | 14.8 | 26.5 | 0.7 | -150.0 | -19.8 | 37.5

# The list continues:
SMILES,IEC-6 tox,HSP90 refold inh,HIF act,AI-2 QS mod,HSF1 inhib,SKKanGAS inh,Platelet DG rel,aSyn UTR inh,KLF5 inhibitor,HSF-1 act
O=C(COc1cc(Cl)c(Cl)cc1Cl)Nc1ccc([N+](=O)[O-])cc1Cl,3.1,1.5,-0.6,2.1,-4.0,-0.6,-5.3,-10.3,-14.3,-0.3
CCCCOc1ccccc1C(=O)NNC(=S)NC(=O)c1ccccc1[N+](=O)[O-],25.1*,-1.7,-0.8,24.2,-1.3,76.9*,-1.6,16.0,15.1,2.2
CCOc1ccccc1NC(=O)C(OC(=O)C1CC1)c1ccccc1 (stereo unspecified),1.8,4.6,0.4,4.6,1.2,-9.4,2.2,15.2,17.4,-5.3
COC(=O)c1cc2occc2n1CC(=O)Nc1ccc(OC)c(OC)c1,2.1,-0.3,-0.6,23.3,-6.7,-3.8,-1.5,-7.9,15.7,13.3
CCC(=O)Nc1ccc(C(=O)n2nc(C)cc2C)cc1,6.7,4.8,0.4,6.5,1.6,-4.9,-1.8,-9.8,-16.1,-4.6
COc1ccccc1OCCNC(=O)Cc1ccc(S(=O)(=O)N2CCOCC2)s1,.,.,-0.1,0.0,-15.8,13.5,-4.7,-8.8,.,-31.3
O=C(CNC(=O)c1cccs1)OCC(=O)c1ccc(Cl)cc1,-3.8,-1.4,-0.8,50.1,-3.4,3.0,4.1,1.2,-13.8,5.9
CC(=O)Nc1cc2nn(-c3ccccc3)nc2cc1Cl,6.8,-0.1,3.3,9.5,32.3,0.1,6.8,-122.8,-154.2,45.8
COc1ccc2[nH]c3c(c2c1)CCn1c-3nc2ccccc2c1=O,10.7,9.1,.,3.2,.,.,.,.,-148.8,.
CCn1c(O)c(C=NC2CCCC(C)C2C)sc1=S (stereo unspecified),-0.4,1.4,3.6,21.7,-5.3,8.9,-6.0,-133.3,-77.5,4.1
CCCc1ccc(C(=O)/C=C/N(C)C)cc1,-1.4,1.2,-0.6,45.1,0.8,-2.1,-17.3,-126.2,13.0,4.8
CCCc1cc(C(=O)N2CCCC(CO)(CCCc3ccccc3)C2)n(C)n1 (stereo unspecified),-8.7,-5.8,-0.1,24.4,3.5,-2.6,-2.2,-21.5,-26.8,16.9
Cc1cccc(NC(=O)CCN2CC(C)OC(C)C2)c1 (stereo unspecified),-6.1,-2.1,0.5,17.9,3.0,-5.3,-25.1,2.2,-35.1,3.0
COC(=O)c1cccc(OCC(O)Cn2ccnc2)c1 (stereo unspecified),12.1,-2.7,0.4,-1.3,-20.1,6.1,8.7,9.5,-17.1,-36.5
CC(C)(C)NC(=O)C(c1ccccc1)N(C(=O)CNC(=O)c1cccs1)c1cccnc1 (stereo unspecified),6.1,6.8,0.2,9.8,-4.1,-3.6,6.0,4.0,-16.2,6.4
COc1ccc(NS(=O)(=O)c2cc3c(cc2C)N(C)CCO3)cc1,0.2,-0.2,0.3,29.4,2.4,-3.1,5.5,2.6,4.4,4.7
CC(=O)c1ccc(OCCCC(=O)NCCc2ccccc2)cc1,2.1,4.6,1.7,2.7,1.4,-15.2,-6.4,-12.2,-20.4,2.6
O=C(/C=C/c1ccccc1Cl)Nc1ccc(-c2nnc3n2CCCCC3)cc1,-2.2,6.0,0.4,13.6,0.9,10.0,-2.3,-25.1,0.2,9.0
CC(=O)c1c(C)[nH]c(=S)c(C#N)c1-c1ccc(F)cc1,-6.0,1.0,0.2,16.5,-10.1,8.5,4.9,17.7,-0.1,-23.1
COc1ccccc1NC(=O)CN1CCN(C(=O)C2CCCO2)CC1 (stereo unspecified),0.1,-3.9,0.0,10.0,-4.0,0.2,3.5,-4.6,-12.4,-17.8
Cc1cc(C)nc(NC(=NCCc2c[nH]c3ccccc23)NC(=O)Nc2ccc(Cl)cc2)n1,-0.2,1.3,1.2,5.6,-1.0,20.4,7.0,27.4,5.6,-16.0
Cc1ccccc1CCN(C(=O)Cn1nnc2ccccc21)C(C(=O)NC(C)(C)C)c1ccsc1 (stereo unspecified),-4.9,1.0,0.1,8.0,.,-8.7,-6.1,22.4,9.1,.
CCOc1cc(CNCCc2ccc(S(N)(=O)=O)cc2)ccc1OCc1ccccc1,6.0,0.7,0.7,29.6,-0.2,-4.7,-3.6,-9.2,-17.0,-13.0
COCCNC(=O)/C(C#N)=C/c1nc(N(C)C)n(-c2ccc(F)cc2)c1Cl,-2.7,2.9,0.2,11.0,5.5,.,4.7,-53.3,-12.5,-5.5
CCCOc1ccc(C(=O)OCC(=O)c2c(N)n(C)c(=O)n(C)c2=O)cc1OCC,-4.2,-0.9,-0.1,17.5,-2.6,7.4,3.3,10.2,-18.4,1.6
Nn1c(SCC(=O)Nc2ccccc2C(F)(F)F)nncc1=O,-5.6,-0.1,-0.1,14.3,-0.4,-3.0,-12.5,30.6,-19.7,-1.1
